ERa SRC1 inh = ERα–SRC-1 coactivator interaction inhibitors, primary screen, biochemical, TR-FRET, ERα LBD, estradiol-bound | actives 1.7% (n = 86,000) | AID 629, 2007 | Estrogen receptor (Homo sapiens), P03372 | inhibition, % at 25.6 µM | TR-FRET ER-alpha LBD / SRC-1 peptide; in the data active = inhibition above about 50%;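 also: 0% = receptor plus peptide control and 100% = peptide only without receptor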
ERb SRC1 inh = inhibitors of ERβ-SRC1 coactivator interaction, primary screen, biochemical, TR-FRET, ERβ LBD, SRC-1 peptide. Estrogen receptor beta (Homo sapiens), Q92731. actives 1.3% (n = 86,000). inhibition, % at 25.6 µM. TR-FRET ER-beta LBD / SRC1-Cy5 peptide binding; receptor agonist-loaded with 1 µM estradiol. AID 633, 2007;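 active = compounds whose percent inhibition of the receptor-coactivator binding signal exceeds about 50% in the single-dose screen, limit read from the data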;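 also: 0% = receptor plus peptide wells without compound and 100% = peptide-only wells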
CD11b adhes enh = enhancers of CD11b/CD18 adhesion to fibrinogen, primary screen, K562 cells, luminescence; ATPlite luminescence; activation, % at 10 µM; actives 0.07% (n = 93,000);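 active = 10 µM primary screen giving 50% or more activity, confirmed by 40% or more on retest at that dose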; also: strong numbers were not always called active; reference of the scale not given here
Target sequence (P05107 whole entry, looked up, other chains not shown): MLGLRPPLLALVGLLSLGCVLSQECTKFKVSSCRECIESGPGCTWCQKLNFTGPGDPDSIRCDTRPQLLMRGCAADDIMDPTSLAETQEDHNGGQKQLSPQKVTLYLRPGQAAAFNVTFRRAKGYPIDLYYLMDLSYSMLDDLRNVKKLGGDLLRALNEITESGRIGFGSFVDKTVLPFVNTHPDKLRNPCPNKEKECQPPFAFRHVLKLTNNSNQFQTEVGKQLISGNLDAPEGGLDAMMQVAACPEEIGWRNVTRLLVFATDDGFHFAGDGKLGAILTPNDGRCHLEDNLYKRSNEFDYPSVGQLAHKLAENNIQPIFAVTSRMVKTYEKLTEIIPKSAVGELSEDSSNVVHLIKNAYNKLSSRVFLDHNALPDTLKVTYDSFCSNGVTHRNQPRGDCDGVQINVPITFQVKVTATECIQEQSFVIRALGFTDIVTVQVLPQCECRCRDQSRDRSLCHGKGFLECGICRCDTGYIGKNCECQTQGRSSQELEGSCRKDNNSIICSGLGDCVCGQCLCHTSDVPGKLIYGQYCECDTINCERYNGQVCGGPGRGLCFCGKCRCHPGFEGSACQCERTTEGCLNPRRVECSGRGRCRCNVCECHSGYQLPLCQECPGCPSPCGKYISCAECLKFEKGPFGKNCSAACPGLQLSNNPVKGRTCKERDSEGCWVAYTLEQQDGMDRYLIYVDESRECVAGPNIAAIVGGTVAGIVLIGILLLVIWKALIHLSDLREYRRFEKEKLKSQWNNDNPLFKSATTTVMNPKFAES
MT1-MMP txn act = MT1-MMP promoter reporter activation – cell-based, luciferase luminescence, primary screen | HT1080 MT1-MMP promoter luciferase reporter, overnight; hits give high values | activation factor at 10 µM | actives 0.16% (n = 86,000);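 active = activation factor of at least 2 for MT1-MMP transcription at 10 µM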
PLAP act = PLAP enzyme activators, biochemical, luminescence, HTS | Alkaline phosphatase, placental type (Homo sapiens), P05187 | purified PLAP enzyme, luminescent substrate read-out; hits give high values | activation fold at 20 µM | actives 1.2% (n = 96,000) | AID 696, 2007; in the data active = activation fold above about 2
FAK blocker = FAK kinase inhibitors, primary screen, biochemical; biochemical FAK kinase activity assay; inhibition, %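 (tested at 7 µM)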; actives 0.84% (n = 97,000); AID 727, 2007; in the data active = inhibition above about 19%;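 also: 0% = DMSO and 100% = reference compound high control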
ERa SRC1 pot = enhancers of ERα–SRC-1 coactivator binding, primary screen, biochemical, TR-FRET, ERα LBD, low estradiol; actives 1.3% (n = 86,000); coactivator binding (% of control), % at 25.6 µM; TR-FRET ERalpha-LBD/SRC-Cy5 coactivator binding, 2 h; 100 = basal binding, no effect; Estrogen receptor (Homo sapiens), P03372; in the data active = activity above about 200%;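 also: binding measured in presence of low estradiol as agonist stimulus; 0% = peptide alone without receptor and 100% = receptor with peptide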
CD11b adhes inh = inhibitors of CD11b/CD18 adhesion to fibrinogen, primary screen, K562 cells, luminescence. ATPlite luminescence; Mn2+ added to activate the integrin. Integrin beta-2 (Homo sapiens) + Integrin alpha-M (Homo sapiens), P05107+P11215. actives 0.54% (n = 93,000). inhibition, % at 10 µM;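 active = primary inhibition of 50% or more at 10 µM, then 40% or more on retest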; also: some results filed as inactive read as strong as hits
Ecoli WT expand = growth inhibitors of wild-type E. coli, primary screen, strain BW25113, expanded library, OD600. OD600 absorbance. growth inhibition, % at 100 µM. actives 0.15% (n = 98,000). AID 710, 2007;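 active = growth inhibition above about 50% at one test dose, limit read from the data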;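 also: growth measured after 20 h incubation at 37 °C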
* = called active by the depositor; nt = no result given; [ ] = another dose, or the depositor's remark.

SMILES	ERa SRC1 inh	ERb SRC1 inh	CD11b adhes enh	MT1-MMP txn act	PLAP act	FAK blocker	ERa SRC1 pot	CD11b adhes inh	Ecoli WT expand
Cc1cccc(CN2CCC(CNC(=O)CCNC(=O)Cn3ccc4ccccc4c3=O)CC2)c1	nt	nt	-1.0	nt	1.5	0.3	nt	-5.5	1.0
O=C(OCc1ccc(Cl)cc1)c1cnccn1	-11.8	5.7	-1.0	nt	1.1	1.0	129.2	1.7	8.0
CCCc1nc2ccccc2c(=O)n1/N=C/c1ccc(O)cc1O	3.3	9.6	-2.7	1.1	1.4	3.4	85.5[fluorescence artefact?]	8.9	-4.0
CCS(=O)(=O)N1Cc2ccccc2CC1C(=O)OCC(=O)Nc1ccc(C)cc1 (stereo unspecified)	nt	nt	nt	1.1	1	4.0	nt	nt	2.0
COc1ccc(C(=O)Nn2c(SCC(=O)NCc3ccccc3)nc3ccccc3c2=O)cc1	4.7[fluorescence artefact?]	5.6[fluorescence artefact?]	-1.7	nt	1.1	-5.1	112.7[fluorescence artefact?]	-19.0	-4.0
Cc1cc(NC(=O)CSc2nnc(-c3ccco3)n2CC2CCCO2)no1 (stereo unspecified)	5.8	-2.6[fluorescence artefact?]	-1.5	1.1	0.9	nt	103.9	2.0	6.0
COc1cccc(OC)c1C(=O)NCCN1CCN(C(=O)c2c(OC)cccc2OC)CC1	-0.2[fluorescence artefact?]	-0.9	-3.1	1.2	1.4	0.4	116.9	-2.3	1.0
CN(Cc1ccc(-n2cccn2)cc1)C(=O)c1cnn2c1NC(c1ccco1)CC2C(F)(F)F (stereo unspecified)	2.4	-3.6	6.8	1.1	1.5	-5.5	103.6	4.4	-3.0
CCn1cc(C(=O)N2CC(C)CC(C)C2)c(=O)c2cc(S(=O)(=O)N3CCOCC3)ccc21 (stereo unspecified)	5.3	10.9	-0.8	0.9	1.4	-2.5	109.7[fluorescence artefact?]	7.6	5.0
COc1ccc(C(CNC(=O)c2cccnc2SC)N2CCOCC2)cc1 (stereo unspecified)	2.2	-5.2	-0.4	1	0.9	0.7	118.2	1.7	-4.0
Cc1ccc(C)n1-c1cccc(N)c1	-6.7[fluorescence artefact?]	6.7	78.3	1.3	1.3	1.8	64.2[fluorescence artefact?]	-15.4	10.0
O=C1N(Cc2ccccc2F)c2ccccc2C12OCCCO2	-5.5	-11.8	4.5	1.1	1	-1.6	80.0	0.3	0.0
NS(=O)(=O)c1ccc(NC(=O)C2COc3ccccc3O2)cc1 (stereo unspecified)	-4.8	-1.0[fluorescence artefact?]	-1.6	1.2	1.1	-2.6	97.7	1.8	11.0
CC1CCC(NCc2ccco2)CC1 (stereo unspecified)	-5.6	-11.3	3.7	nt	1	0.4	92.8	9.3	-2.0
CC(=O)N=c1sc(C(C)(C)C)c(C)n1C	-5.7	-2.2	-0.4	1.1	0.8	2.4	84.2	-0.2	5.0
CCN(CC)S(=O)(=O)c1ccc(Oc2ccccc2)cc1	-0.9	-7.0	-1.5	1.2	0.8	1.2	97.1	8.2	-8.0
N#CC(c1nc2ccccc2nc1N1CCCC1)S(=O)(=O)c1cccs1 (stereo unspecified)	30.2	42.9[fluorescence artefact?]	-1.3	1.1	1.4	6.0	41.2[fluorescence artefact?]	11.7	5.0
COc1ccc(-c2cc3nnc(-c4ccccc4)nc3s2)cc1	62.9*[fluorescence artefact?]	66.4*[fluorescence artefact?]	nt	nt	nt	-0.4	129.4	nt	nt
CNC(=O)CC12CC3CC(CC(C3)C1)C2	-3.8	-5.6	3.0	1.1	0.9	-0.9	110.7	-29.1	1.0
COc1ccc(-c2ccc(SCC(=O)NCc3ccco3)nn2)cc1	2.5	2.0	-2.9	1.1	0.9	5.1	83.4	-2.5	4.0
CC1=CC(C)(C)N(C(=O)CSc2nnc(-c3ccccc3)o2)c2ccc(C)cc21	0.8	-6.0	1.1	1.1	1.1	-0.1	94.2	44.3	-11.0
O=C(NCc1ccco1)c1cc(-c2cccc(Cl)c2)on1	24.4	15.8	-2.6	1.4	1	0.1	131.7	-7.4	1.0
O=C(C(NS(=O)(=O)c1cccc2nsnc12)c1ccccc1)N1CCN(c2ccccc2)CC1 (stereo unspecified)	7.4	-8.0[fluorescence artefact?]	2.7	nt	1.8	-3.9	102.1[fluorescence artefact?]	22.8	-14.0
O=C(Cn1nc(C(F)(F)F)c2c1CCCC2)Nc1ccc2c(c1)OCO2	-3.9	1.4	-3.9	1	1	3.4	118.6[fluorescence artefact?]	-8.6	-18.0
COc1cccc(/C=N/Nc2ncnc(N)c2[N+](=O)[O-])c1OC	nt	nt	-5.7	nt	1.4	0.4	nt	19.8	-7.0
COc1cccc(-c2nn3c(-c4cccc(C)c4)nnc3s2)c1	3.0	1.3	-2.4	1.2	1.1	nt	140.7	-1.6	-24.0
CC1(C)CC(=O)c2cc(C(=O)N3CCCCC3)c(=O)n(-c3ccc(Cl)cc3)c2C1	-8.2	0.1	nt	1	nt	-2.6	117.5	nt	nt
CSc1ccccc1C(=O)NC1CCCCC1	-7.6	-7.6	-3.0	1	0.8	1.2	106.1	-6.0	6.0
CC1=C(C(N)=O)C(c2ccc3c(c2)OCO3)n2nc(-c3cccc(C)c3)nc2N1 (stereo unspecified)	6.1	-9.0	nt	1.4	nt	0.9	112.0	nt	-9.0
COCCNc1nc(SCC(=O)N2CCN(c3ccccc3OC)CC2)nc2ccccc12	nt	nt	0.9	1.4	1.6	-10.3	nt	-6.6	-7.0
Cc1ccc2[nH]c3c(NCCCN4CCCC4=O)ncnc3c2c1	nt	nt	-0.2	1.4	1.1	3.7	nt	-5.0	-2.0
CC(C)C(=O)Nc1cccc(C(=O)N2CCCCC2C)c1 (stereo unspecified)	5.3[fluorescence artefact?]	-0.4[fluorescence artefact?]	-1.3	1.1	1	2.0	116.5	-11.9	3.0
COc1ccc(OC)c(C2/C(=C(/O)c3cnn(-c4ccccc4)c3C)C(=O)C(=O)N2CCN(C)C)c1 (stereo unspecified)	-15.8	-9.7	nt	1.2	nt	nt	112.8	nt	nt
CCCN(CCC)C(=O)Cn1c(=O)n(CCCCC(=O)NC2CCCC2)c(=O)c2ccccc21	7.4[fluorescence artefact?]	-4.2[fluorescence artefact?]	9.5	nt	1.2	7.3	98.7	-7.5	-5.0
COc1ccc(C(=O)Nc2nncs2)cc1S(=O)(=O)N1CC(c2ccccc2)CC1=O (stereo unspecified)	46.2[fluorescence artefact?]	6.7[fluorescence artefact?]	5.6	1	1.1	-0.4	66.8	-10.7	-9.0
CCOCCCNC(=S)N1C2CCC1CC(NC(=O)NC1CCCCC1)C2 (stereo unspecified)	nt	nt	0.2	nt	1	-3.9	nt	-3.1	2.0
O=C(COC(=O)C1=COCCO1)Nc1cccc(Oc2ccccc2)c1	nt	nt	1.2	nt	0.8	-0.5	nt	15.0	3.0
O=C1CC(c2ccccc2)c2ccc(O)cc2O1 (stereo unspecified)	-4.9	0.7	-0.6	0.9	0.8	0.0	99.7	28.3	5.0
CC(C)(C)NC(=O)CC(CC(=O)O)c1ccccc1 (stereo unspecified)	-0.3	-6.2	9.5	1.1	1	6.2	116.8	16.2	0.0
O=C(O)c1cccc(-c2nnn(Cc3ccccc3)n2)c1	-4.0	10.8	nt	1.1	nt	-0.8	103.3	nt	nt
N#Cc1nc(COc2ccccc2)oc1N1CCCCC1	-2.0	-7.1	-4.9	nt	1	-0.4	109.9	-3.2	-2.0
Cc1ccc(C(C(=O)NC2CCCC2)N(C(=O)c2csnn2)C2CCCC2)o1 (stereo unspecified)	-6.1	-8.7	-0.2	1.2	1.7	-0.3	107.1	2.1	6.0
COc1ccccc1NC(=O)Cn1cnc2c(cnn2-c2ccccc2)c1=O	0.3	6.3	-3.3	1.2	1	-5.0	123.1	14.0	5.0
COC(=O)c1c(NC(=O)Cc2cccs2)sc(C(=O)NC2CCCCC2)c1C	-7.2[fluorescence artefact?]	-7.5[fluorescence artefact?]	nt	1.2	nt	-2.6	120.1[fluorescence artefact?]	nt	nt
CCOC(=O)c1ccccc1-n1c(C)cc(C2N=C(N)Nc3nc4ccccc4n32)c1C (stereo unspecified)	nt	nt	2.5	nt	2.5*	6.7	nt	9.2	9.0
COc1ccccc1N(C(=O)NCc1ccccc1)C1=NCC(C)S1 (stereo unspecified)	2.8	-0.7	8.4	1.1	1.4	-6.6	101.5[fluorescence artefact?]	9.0	-2.0
COc1ccc(NC(=O)CSc2nc(C)cs2)cc1OC	2.5	-4.1	6.3	1	0.8	-0.5	109.7	0.2	7.0
O=C(Nc1nc(-c2ccc(S(=O)(=O)N3CCCC3)cc2)cs1)C1COc2ccccc2O1 (stereo unspecified)	-14.8	-3.8[fluorescence artefact?]	27.4	0.9	1.3	2.5	192.3[fluorescence artefact?]	-8.1	-5.0

Structural class, the compounds so far with a thiophene ring, fused or not
SMILES	ERa SRC1 inh	ERb SRC1 inh	CD11b adhes enh	MT1-MMP txn act	PLAP act	FAK blocker	ERa SRC1 pot	CD11b adhes inh	Ecoli WT expand
N#CC(c1nc2ccccc2nc1N1CCCC1)S(=O)(=O)c1cccs1 (stereo unspecified)	30.2	42.9[fluorescence artefact?]	-1.3	1.1	1.4	6.0	41.2[fluorescence artefact?]	11.7	5.0
COc1ccc(-c2cc3nnc(-c4ccccc4)nc3s2)cc1	62.9*[fluorescence artefact?]	66.4*[fluorescence artefact?]	nt	nt	nt	-0.4	129.4	nt	nt
COC(=O)c1c(NC(=O)Cc2cccs2)sc(C(=O)NC2CCCCC2)c1C	-7.2[fluorescence artefact?]	-7.5[fluorescence artefact?]	nt	1.2	nt	-2.6	120.1[fluorescence artefact?]	nt	nt

(next part)
SMILES	ERa SRC1 inh	ERb SRC1 inh	CD11b adhes enh	MT1-MMP txn act	PLAP act	FAK blocker	ERa SRC1 pot	CD11b adhes inh	Ecoli WT expand
CC(=O)Nc1c(O)[nH]c2ccccc12	-13.8	-13.2[fluorescence artefact?]	-1.0	1	1	-0.4	122.5	-55.4	8.0
Cc1ccc(Sc2ncccc2COC(=O)Nc2ccccc2)cc1	nt	nt	-4.4	nt	0.9	-3.5	nt	19.7	-18.0
O=C(NCc1ccco1)c1cc2c(s1)CCCCC2	42.8	31.4	1.0	1.4	1.4	-3.9	96.3	-16.1	6.0
CC(=O)N1CCc2c(sc(NC(=O)c3ccc4c(c3)OCCO4)c2C#N)C1	-1.2	-4.1[fluorescence artefact?]	5.7	1.1	1	nt	96.5	-61.8	0.0
COc1cccc(NS(=O)(=O)c2ccc3c(c2)CCCN3C(C)=O)c1	6.1	7.3	-2.1	1.1	1.2	0.4	90.3	15.1	3.0
Nc1ccc(Sc2cnn(-c3ccccc3)c(=O)c2Cl)cc1	nt	nt	-5.5	nt	0.8	-0.7	nt	-3.4	8.0
CC1(C)C(=O)C2(C(=O)NCc3ccccc3)CCC1C2 (stereo unspecified)	-9.5	-4.4	-1.8	1	0.9	0.4	110.6	5.5	-2.0
COc1cc(C(=O)NCCc2cn3ccccc3n2)cc(OC)c1OC	-1.3	-1.9[fluorescence artefact?]	-6.7	nt	1.1	-8.2	98.8	-53.3	-4.0
c1ccc(Cn2ncc3c(N4CCCCC4)ncnc32)cc1	-28.8	-30.1	-1.0	1.1	1.4	nt	108.3	-9.8	5.0

An excerpt from the list above, for reference:
SMILES	ERa SRC1 inh	ERb SRC1 inh	CD11b adhes enh	MT1-MMP txn act	PLAP act	FAK blocker	ERa SRC1 pot	CD11b adhes inh	Ecoli WT expand
CC(=O)Nc1c(O)[nH]c2ccccc12	-13.8	-13.2[fluorescence artefact?]	-1.0	1	1	-0.4	122.5	-55.4	8.0
Cc1ccc(Sc2ncccc2COC(=O)Nc2ccccc2)cc1	nt	nt	-4.4	nt	0.9	-3.5	nt	19.7	-18.0

Compound activity (PubChem BioAssay)
